TAAR1 agonist: human TAAR1 agonism. Q96RJ0. CHO RD-HGA16 TAAR1, Fluo-8 calcium fluorescence; vehicle wells 0%, saturating PEA agonist 100%. activation, % at 3 µM. 0.99% of 360,000 active. AID 624467;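 active = activation above the mean activation of all test compounds in the run plus 3 SD, cut at about 38% in these data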
Target sequence (Q96RJ0 whole entry, looked up): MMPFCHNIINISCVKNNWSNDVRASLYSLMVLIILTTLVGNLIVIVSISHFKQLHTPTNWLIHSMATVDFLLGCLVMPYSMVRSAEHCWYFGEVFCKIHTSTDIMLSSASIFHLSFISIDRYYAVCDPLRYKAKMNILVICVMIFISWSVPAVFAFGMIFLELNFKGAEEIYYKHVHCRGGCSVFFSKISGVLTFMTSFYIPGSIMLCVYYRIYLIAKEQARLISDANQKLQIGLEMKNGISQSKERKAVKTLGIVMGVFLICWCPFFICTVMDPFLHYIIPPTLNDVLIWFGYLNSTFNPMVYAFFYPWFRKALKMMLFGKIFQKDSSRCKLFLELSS
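Test system: RD-HGA16 (CHO) cells co-expressing Gα16 and hTAAR1; dosing: one-point dosing at 3 µM (nominal); timing: 17-24 h seeding, 75 min 37 °C dye, 30 min RT; signal: kinetic Fluo-8 calcium fluorescence; read-out basis: % activation relative to PEA EC100 response; controls: DMSO and PEA EC100; replicates: n 1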
M1 ag: agonists of human M1 muscarinic receptor | activation, % at 3 µM | 0.33% of 360,000 active | P11229 | CHO-K1 hM1, Fluo-8 calcium fluorescence, agonist mode; 0% DMSO, 100% acetylcholine EC100;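 active = activation above the run's mean compound activation plus 3 SD, cut at about 16% in these data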;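 note: peak over basal fluorescence ratio within a 140 s kinetic read after compound addition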
OXTR potentiator: human OXTR potentiation; P30559; CHO-OTR cells, Fluo-8 calcium fluorescence, potentiator mode; 0% = oxytocin EC15, 100% = EC100; activation, % at 3 µM; 0.061% of 320,000 active; AID 2445;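 active = activation above that plate's cutoff, the mean activation of tested compounds plus 3 SD, cut at about 6.6% in these data, passing the limit was not always enough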;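 note: 100% uses oxytocin at 75 nM as the full agonist control; some results filed as inactive read as strong as hits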
Target sequence (P30559 whole entry, looked up): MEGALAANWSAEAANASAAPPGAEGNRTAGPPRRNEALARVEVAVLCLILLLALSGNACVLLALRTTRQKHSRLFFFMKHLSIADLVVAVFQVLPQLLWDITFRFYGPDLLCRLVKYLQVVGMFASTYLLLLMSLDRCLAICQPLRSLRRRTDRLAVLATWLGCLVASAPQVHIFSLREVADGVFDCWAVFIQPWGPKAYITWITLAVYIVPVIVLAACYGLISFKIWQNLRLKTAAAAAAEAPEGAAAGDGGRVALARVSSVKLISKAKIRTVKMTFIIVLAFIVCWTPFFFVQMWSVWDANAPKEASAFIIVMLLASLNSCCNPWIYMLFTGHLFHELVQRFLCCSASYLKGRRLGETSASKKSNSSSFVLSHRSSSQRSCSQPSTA
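System: human OTR in CHO cells; Also added: sub-maximal oxytocin, roughly EC15; Timing: compound 6 min at room temperature before oxytocin, 100 s read; Technique: Fluo-8 intracellular calcium fluorescence, ex 470-495, em 515-575 nm; Controls: oxytocin EC15 low and EC100 high; Replication: singlicate.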
V1R ag counter: counter-screen for oxytocin receptor agonists: human V1a receptor agonists; CHO-V1R cells, Fluo-8 calcium fluorescence, agonist mode; 0% DMSO, 100% 3 nM vasopressin; activation, % at 3 µM; P37288; 0.25% of 320,000 active;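 active = activation above the mean activation of all tested compounds plus 3 SD, per screening run, cut at about 20% in these data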;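 note: signal is peak over basal fluorescence ratio across a 100 second FLIPR read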
M1 ag parental: counter-screen for M1 agonists: effect in parental CHO-K1 cells; Fluo-8 calcium fluorescence; scaled to maximal ATP response, vehicle zero; activation, % at 3 µM; 0.48% of 360,000 active; AID 602248; in the data active = activation above about 15%;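 note: untransfected CHO-K1 host cells lacking M1 receptor as counterscreen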
CHO parental Ca: signal in parental CHO cells, OX1R antagonist counter-screen | inhibition, % at 5.6 µM | parental CHO-K1, ATP-induced calcium, Fluo-8 fluorescence | 0.63% of 330,000 active;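 active = inhibition above that plate's mean sample inhibition plus 3 SD, cut at about 26% in these data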;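 note: 0% = ATP-challenged DMSO wells and 100% = DMSO wells without ATP; some compounds past the cut are filed as inactive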
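Test system: untransfected parental CHO cell line. Compound: one dose, 5.6 µM nominal. Detection: intracellular calcium via Fluo-8 no-wash fluorescent dye. Measure: % inhibition. Benchmarks: ATP-challenged DMSO wells low, unchallenged DMSO wells high.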
CHO-K1 Ca PAM: nonselective activator or artifact in parental CHO-K1 calcium assay; ATP EC20, Fluo-8 calcium fluorescence; 0% at ATP EC20, 100% at ATP max; activation, % at 3 µM; 0.02% of 360,000 active;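 active = activation above the run cutoff, the mean activation of all test compounds plus 3 SD, cut at about 40% in these data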;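 note: peak over basal fluorescence ratio in a 140 s read after ATP addition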
CHO-K1 Ca antag: counter-screen for M1 antagonists: effect in parental CHO-K1 cells; ATP-induced calcium, Fluo-8 fluorescence; inhibition, % at 3 µM; 0.6% of 360,000 active; AID 602250;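 active = inhibition above a per-plate cutoff, the plate's mean sample inhibition plus 3 SD, cut at about 24% in these data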;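 note: 0% = DMSO plus EC80 ATP and 100% = DMSO alone without ATP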
TAAR1 antagonist: human TAAR1 antagonism; CHO RD-HGA16 TAAR1, Fluo-8 calcium fluorescence, antagonist; inhibition, % at 3 µM; 1.5% of 360,000 active;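 active = inhibition above a per-plate cutoff, the mean inhibition of test compounds on that plate plus 3 SD, cut at about 49% in these data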;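 note: 0% = DMSO plus EC80 beta-PEA response and 100% = DMSO alone without agonist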
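Test system: RD-HGA16 CHO cells with stable hTAAR1 and Gα16 / Probe or stimulus: EC80 β-phenethylamine stimulus / Times: seeding 17-24 h prior, 75-min 37 °C, 30-min RT dye loading / Detection: Fluo-8 calcium-sensitive fluorescence / Read-out basis: % inhibition scaled between DMSO and EC80 PEA controls / Repeats: singlicate, one well per test compound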
Active calls of the source: *; / = not tested or not shown.

SMILES	TAAR1 agonist	M1 ag	OXTR potentiator	V1R ag counter	M1 ag parental	CHO parental Ca	CHO-K1 Ca PAM	CHO-K1 Ca antag	TAAR1 antagonist
CCOc1ccc(N2C(=O)C3ON(c4ccccc4)C(c4ccco4)C3C2=O)cc1 (configuration not stated)	4	-4	-21	-0.1	-0.8	-21	11	-4	1
C=CCn1cn[nH]c1=S	2	-3	-6	-0.3	0.1	-4	8	-3	9
Cc1ccc(C(=O)NN2C(=O)C3C4C=CC(C5CC45)C3C2=O)cc1 (configuration not stated)	0	-9	-9	-0.3	0.1	-7	25	-17	18
Cc1cc(C)cc(NC(=O)COC(=O)COc2cccc3c2OC(C)(C)C3)c1	-2	-4	-2	-0.6	0.5	-9	13	-3	15
COCCn1cnc2c1c(=O)n(CC(=O)OCC(=O)NCC(F)(F)F)c(=O)n2Cc1ccccc1	0	2	-9	1.0	1.1	0	22	-18	1
O=C(CNC(=O)/C(=C\c1ccc(Br)cc1)NC(=O)c1ccccc1)OCc1ccccc1	5	-3	-7	1.5	4.4	-18	19	-2	10
COC(=O)c1ccccc1NC(=O)c1cnn2c(C)cc(C)nc12	4	-9	-9	-1.0	0.7	-29	24	-2	17
c1ccc(Cn2nnnc2C(c2ccncc2)N2CCOCC2)cc1 (configuration not stated)	-1	-5	6	0.2	0.4	-7	5	-19	15
CC(NS(=O)(=O)c1ccc(Br)cc1)C(c1cccs1)N1CCOCC1 (configuration not stated)	-1	-6	-2	-1.4	1.1	-1	21	-8	6
CC(C(=O)Nc1ccccn1)N1C(=O)c2ccccc2S1(=O)=O (configuration not stated)	2	-2	-2	-0.2	0.7	16	-11	-3	-7
CN(C)S(=O)(=O)c1cccc(NC(=O)COc2cccc(C#N)c2)c1	3	-8	-6	1.7	3.2	-4	13	-6	12
C[n+]1c(-c2ccccc2)cc2c(=Cc3ccccc3)c3ccccc3n21	5	-9	/	/	-0.2	/	-4	4	-15
O=C(O)c1cc([N+](=O)[O-])ccc1NCc1ccccn1	2	-2	2	0.2	0.3	-7	12	-2	-11
COc1cc2cc(C(=O)N/N=C/c3ccc(F)cc3)[nH]c2cc1OC	1	-4	-8	1.3	1.4	-7	8	-8	9
C=CCSc1nc2c(sc3nc(C)cc(C)c32)c(=O)[nH]1	15	-3	-18	1.2	0.8	-6	16	-5	-7
O=C(CNS(=O)(=O)c1ccc(Br)s1)N1CCC(N2CCCCC2)CC1	7	-5	-10	0.6	0.4	-9	11	-15	-1
Cc1cc(C(=O)CSc2nnc(-c3ccc(Cl)cc3)n2C)c(C)n1CC1CCCO1 (configuration not stated)	2	-9	0	-1.4	-0.3	-18	-12	-4	-10
O=C1CC(NCc2ccccc2F)C(=O)N1c1ccccc1 (configuration not stated)	10	-3	10	0.6	-0.2	5	-4	-1	14
COc1ccc(-c2csc(C(O)c3ccccc3)n2)cn1 (configuration not stated)	/	-3	/	/	0.6	/	10	-5	/
O=C1CCCN1CCC1CCCCN1Cc1nc(-c2cnccn2)no1 (configuration not stated)	0	-5	-5	1.4	0.6	-19	8	-2	-18
CC[C@H]1C=C[C@@H](C(C(=O)OC)C(=O)OC)CN1C(C)=O	2	-2	/	/	0.6	/	10	-6	4
Cc1cc(NS(=O)(=O)c2ccc(Nc3nc(-c4sc(N)nc4C)cs3)cc2)no1	/	-5	-5	0.7	0.6	-8	19	-5	/
CCN(CC)CCNC(=O)C1c2ccccc2C(=O)N(C)C1c1cn(C)c2ccccc12 (configuration not stated)	2	-5	-9	-0.1	-0.3	-22	3	-7	-8
Cc1ccc(Cn2c(NCCCn3ccnc3)nc3c2c(=O)n(C)c(=O)n3C)cc1	-2	-6	-8	-0.1	-0.1	-17	8	1	-7
O=C(CCCN1C(=O)C2CCCCN2C1=O)N1CCN(c2ccc([N+](=O)[O-])cc2)CC1 (configuration not stated)	4	-1	-8	6.2	3.3	-6	0	6	8
COc1ccc(CCN(C(=O)C(F)(F)F)C(C(=O)NC2CCCC2)c2cccs2)cc1OC (configuration not stated)	-2	-12	-7	-0.8	-1.2	-28	7	-23	-20
Cc1ccc(C(=O)C(C)OC(=O)C2=COCCO2)cc1C (configuration not stated)	-1	-5	2	-0.5	0.0	-12	-5	4	-15
Cc1ccc(C)c(NC(=O)CCC(=O)N/N=C/c2cccnc2)c1	0	-2	/	/	0.9	/	-4	-5	-41
c1ccc(-c2nnc(-c3ccco3)o2)cc1	4	-5	-2	0.7	0.2	-16	-1	7	-3
O=C1NCC(CN(c2ccccc2)c2ccccc2)O1 (configuration not stated)	5	-7	-5	-1.2	1.0	-18	16	-4	15
Cc1cc(NC(=O)CN2C(=O)N(C)C3(CCCCC3)C2=O)ccc1Br	3	-1	-10	2.0	1.2	-18	-8	4	19
CCOC(=O)c1ccc(N2CC(O)=C(c3nc4ccccc4c(=O)[nH]3)C2=N)cc1	4	-3	-8	0.8	1.1	-7	-7	24*	-8
CCN1CCCC1CNCC(=O)Nc1ccc(OC(F)(F)F)cc1 (configuration not stated)	6	-6	-1	0.7	0.3	-10	-20	1	-12
Cc1cc2cc(C)c(NCCNC(=O)c3ccccc3Cl)nc2cc1C	1	-10	-4	-0.7	0.0	-20	8	-4	2
Cc1cc(-c2ccc(C)c(S(=O)(=O)NCCc3ccco3)c2)on1	-1	-4	-3	-0.9	2.0	-13	24	-13	-6
Cn1cc(/C=C/c2cc[n+](C)cc2)c2cc(F)ccc21	/	-5	2	3.5	6.4	-7	9	-1	/

The closing 6 compounds of the section above lead into the next.
SMILES	TAAR1 agonist	M1 ag	OXTR potentiator	V1R ag counter	M1 ag parental	CHO parental Ca	CHO-K1 Ca PAM	CHO-K1 Ca antag	TAAR1 antagonist
Cc1cc(NC(=O)CN2C(=O)N(C)C3(CCCCC3)C2=O)ccc1Br	3	-1	-10	2.0	1.2	-18	-8	4	19
CCOC(=O)c1ccc(N2CC(O)=C(c3nc4ccccc4c(=O)[nH]3)C2=N)cc1	4	-3	-8	0.8	1.1	-7	-7	24*	-8
CCN1CCCC1CNCC(=O)Nc1ccc(OC(F)(F)F)cc1 (configuration not stated)	6	-6	-1	0.7	0.3	-10	-20	1	-12
Cc1cc2cc(C)c(NCCNC(=O)c3ccccc3Cl)nc2cc1C	1	-10	-4	-0.7	0.0	-20	8	-4	2
Cc1cc(-c2ccc(C)c(S(=O)(=O)NCCc3ccco3)c2)on1	-1	-4	-3	-0.9	2.0	-13	24	-13	-6
Cn1cc(/C=C/c2cc[n+](C)cc2)c2cc(F)ccc21	/	-5	2	3.5	6.4	-7	9	-1	/
NC(=O)CC1C(=O)N(c2ccccc2)C(=S)N1NC(=O)c1ccc(Br)cc1 (configuration not stated)	0	-3	-3	1.1	0.7	-3	4	-3	-24
CCOc1ccc(OCCN(C)Cc2ccccc2)cc1	5	-4	2	0.8	0.3	-16	1	16	-14
CCOC(=O)N1CCC(NC(=O)c2sc3nc4n(c(=O)c3c2C)CCCC4)CC1	13	-3	-16	0.8	2.3	-9	-5	-19	-9
CCn1nc(C(=O)NNS(=O)(=O)c2cc(/C=C/C(=O)O)cc(OC)c2OC)c2ccccc2c1=O	4	-3	3	0.6	0.6	-5	-7	-6	-12
CC(Sc1ccccc1)C(=O)N/N=C/c1ccccc1 (configuration not stated)	0	0	2	0.1	-0.2	-10	-25	14	2
CC(NC(=O)c1ccc2ccccc2n1)c1ccc(Br)cc1 (configuration not stated)	3	-4	-8	1.5	0.3	-12	2	-5	18
O=C(CCC1CCCC1)Nc1ccc(OCC(=O)N2CCOCC2)cc1	1	-2	-13	0.3	0.4	-4	-13	-10	-8
COc1cccc(-n2cnc3c(sc4nc(N5CCOCC5)c5c(c43)CCCC5)c2=O)c1	-1	-3	3	1.0	2.3	-18	7	-8	-38
CN(C(=O)CSc1ncnc2scc(-c3ccccc3)c12)C1CCS(=O)(=O)C1 (configuration not stated)	13	-5	5	-0.1	0.0	-16	0	-12	-19
CN(CCc1ccccc1)C(=O)c1cccc(NC(=O)Cc2cccc(NC(=O)C3CCN(C(=O)C4CCCCC4)CC3)c2)c1	-1	-8	/	/	0.1	/	-5	8	-20
O=C(c1ccccc1Cc1ccccc1)N1CCN(S(=O)(=O)c2ccccc2Br)CC1	3	0	-6	0.1	2.4	-26	3	-7	17
CC(C)C(CCN1C(=O)CCC1=O)C1CCOC(C)(C)C1 (configuration not stated)	19	-2	-13	-0.3	0.7	-11	5	-3	-5
COc1ccc(S(=O)(=O)N2CCN(c3ccccn3)CC2)c(OC)c1	2	-4	-2	2.2	1.0	-12	5	-2	-30
O=C(COc1ccc2c(c1)oc(=O)c1ccccc12)NCCN1CCOCC1	2	-1	-7	1.4	2.8	-21	8	-17	-10
O=Cc1cn[nH]c1-c1cccc([N+](=O)[O-])c1	-1	-6	1	1.1	-0.1	-8	-8	2	-2
Nc1nc2n(n1)C(c1ccco1)CC(c1ccc(Cl)cc1Cl)N2 (configuration not stated)	1	-9	-2	1.1	-0.3	-15	17	-7	-9
Cc1cc(C)cc(N(CC(=O)Nc2ccc(C)cc2Cl)S(=O)(=O)c2c(C)[nH]c(=O)[nH]c2=O)c1	2	-2	-11	1.4	1.0	-5	10	-2	11
N#C/C(=C\c1ccc(O)c(O)c1)C(=O)c1ccc(O)c(O)c1	1	-2	-4	1.0	0.4	-6	3	-1	-17
CCO[C@H]1OC(C(=O)NCc2ccccc2)=C[C@@H](c2ccc3c(c2)OCO3)[C@@H]1CCCO	50*	18*	-19	19	10	-11	16	-15	17
O=c1oc2cc(O)ccc2cc1-c1ccc(F)cc1	17	2	-8	4.5	1.5	7	13	-1	10
O=C(CN1CCc2cc3c(cc2C1)OCCCO3)Nc1cccc([N+](=O)[O-])c1	2	-6	-14	1.9	-0.4	-7	-13	21	-1
Cc1ccc(N2CCN(c3ncccc3[N+](=O)[O-])CC2)c(C)c1	2	-6	-9	-0.7	-1.5	-27	-7	-1	-32
CC1CN(C2CCN(S(=O)(=O)c3ccc4ccccc4c3)CC2)CC(C)O1 (configuration not stated)	1	1	-1	0.9	0.2	-17	-4	1	1
O=C(CN(CCc1ccccc1)C(=O)Cn1nnc(-c2cccs2)n1)NCc1ccco1	5	-4	0	0.9	1.6	-22	10	-14	-3
O=S(=O)(c1cccs1)N1CCN(c2ccc(F)cc2)CC1	-4	-2	-5	1.6	1.0	5	-7	-4	7

Assay outcomes from PubChem.
